Screens as filed in PubChem.
H9c2 TAG inh – reduces triacylglycerol accumulation in H9c2 cells; Nile Red lipid (TAG) fluorescence; cells loaded with 200 µM oleic acid; inhibition, % at 12.5 µM; actives 0.66% (n = 230,000); AID 651582;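 active means pattern-corrected inhibition of lipid staining of at least 50% with the nuclear-stain viability signal not falling by more than 50%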;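 further: 0% = DMSO wells and 100% = triacsin C control wells; some results filed as inactive read as strong as hits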
H9c2 TAG inh DAPI viability – second read-out of H9c2 TAG inh, no call of its own (marks repeat the call); DAPI nuclei signal change (viability), lower = more cytotoxic, %;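 whole-well DAPI fluorescence read on a plate reader as a viability signal; minus 50 percent equals half of cells still viable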
* marks the source's active call; other numbers are inactive results.

Each structure is followed by: H9c2 TAG inh	H9c2 TAG inh DAPI viability
> Cc1csc(NC(=O)c2cc3c(s2)CCCC3)n1
  -20.9	2.0
> COc1ccc(-c2ccc(SCC(=O)c3cccs3)nn2)cc1
  -0.2	-7.1
> Cc1ccc(OCc2ccc(C(=O)NCC3CCCO3)cc2)cc1C (centres undefined)
  9.7	-8.2
> N#CC(=C(O)COC(=O)c1ccc2c(c1)OCCO2)c1nc2ccccc2[nH]1
  12.5	-0.1
> COc1ccc(NC(=S)N/N=C/c2cccn2Cc2ccccc2F)cc1
  -33.8	4.3
> CNC(=S)Nc1cccc(C(=O)OC)c1
  -9.8	3.4
> COc1ccc(CNC(=O)CCn2cccc2)cc1
  -1.4	-1.2
> CCCCN1C(=S)NC[C@@H]1Cc1cccc2ccccc12
  -7.5	-3.1
> Nc1ccc(C(=O)Nc2ccccc2C(=O)O)cc1
  0.9	-16.3
> Cc1ccccc1-c1cnc(C(O)c2ccc(Cl)cc2)[nH]1 (centres undefined)
  -26.1	-0.3
> COc1ccccc1NC(=O)CCC(=O)OCC(=O)c1ccc(C)c([N+](=O)[O-])c1
  9.0	-5.0
> O=C(COc1cccc2c1CCN(Cc1ccccc1)C2=O)N1CCCCC1
  3.3	-0.1
> O=C(Cn1cnc2c(nnn2Cc2ccccc2)c1=O)c1ccccc1
  -1.9	-14.5
> CN1CCC(=C(c2ccccc2)c2ccc(Br)cc2)CC1
  29.1	-9.5
> O=C(NCc1n[nH]c(=S)n1-c1ccc(F)cc1)c1ccc(S(=O)(=O)N2CCOCC2)cc1
  -0.4	-0.6
> Fc1ccccc1Oc1nc(-c2ccncc2)nc2ccccc12
  8.6	-2.6
> COc1ccc(C(=O)C[n+]2cccc(C)c2)cc1
  6.6	-7.8
> O=C(N/N=C/c1c(-c2ccccc2)[nH]c2ccccc12)c1cccnc1
  23.7	1.2
> Cc1cc(C)cc(C(=O)NCC(=O)N2CCC(C(N)=O)CC2)c1
  16.1	0.3
> COC(=O)Cc1[nH]n(-c2ccccc2)c(=O)c1C=Nc1ccc(C)cc1
  4.2	-1.1

Reformatted: 19 of the compounds above
mol	H9c2 TAG inh	H9c2 TAG inh DAPI viability
COc1ccc(-c2ccc(SCC(=O)c3cccs3)nn2)cc1	-0.2	-7.1
Cc1ccc(OCc2ccc(C(=O)NCC3CCCO3)cc2)cc1C (centres undefined)	9.7	-8.2
N#CC(=C(O)COC(=O)c1ccc2c(c1)OCCO2)c1nc2ccccc2[nH]1	12.5	-0.1
COc1ccc(NC(=S)N/N=C/c2cccn2Cc2ccccc2F)cc1	-33.8	4.3
CNC(=S)Nc1cccc(C(=O)OC)c1	-9.8	3.4
COc1ccc(CNC(=O)CCn2cccc2)cc1	-1.4	-1.2
CCCCN1C(=S)NC[C@@H]1Cc1cccc2ccccc12	-7.5	-3.1
Nc1ccc(C(=O)Nc2ccccc2C(=O)O)cc1	0.9	-16.3
Cc1ccccc1-c1cnc(C(O)c2ccc(Cl)cc2)[nH]1 (centres undefined)	-26.1	-0.3
COc1ccccc1NC(=O)CCC(=O)OCC(=O)c1ccc(C)c([N+](=O)[O-])c1	9.0	-5.0
O=C(COc1cccc2c1CCN(Cc1ccccc1)C2=O)N1CCCCC1	3.3	-0.1
O=C(Cn1cnc2c(nnn2Cc2ccccc2)c1=O)c1ccccc1	-1.9	-14.5
CN1CCC(=C(c2ccccc2)c2ccc(Br)cc2)CC1	29.1	-9.5
O=C(NCc1n[nH]c(=S)n1-c1ccc(F)cc1)c1ccc(S(=O)(=O)N2CCOCC2)cc1	-0.4	-0.6
Fc1ccccc1Oc1nc(-c2ccncc2)nc2ccccc12	8.6	-2.6
COc1ccc(C(=O)C[n+]2cccc(C)c2)cc1	6.6	-7.8
O=C(N/N=C/c1c(-c2ccccc2)[nH]c2ccccc12)c1cccnc1	23.7	1.2
Cc1cc(C)cc(C(=O)NCC(=O)N2CCC(C(N)=O)CC2)c1	16.1	0.3
COC(=O)Cc1[nH]n(-c2ccccc2)c(=O)c1C=Nc1ccc(C)cc1	4.2	-1.1

More entries follow.
Each structure is followed by: H9c2 TAG inh	H9c2 TAG inh DAPI viability
> CC(C)(CNC(=O)c1sc2cc(Cl)ccc2c1Cl)N1CCOCC1
  -4.8	8.5
> Nc1ccccc1NC(=O)c1ccccc1
  -26.6	7.4
> CCN(CC)S(=O)(=O)c1cccc(C(=O)NCC(c2ccccc2)N(C)C)c1 (centres undefined)
  7.2	-3.1
> O=C(COc1ccc(Cl)cc1Cl)NC(=O)NC1CCCC1
  -2.1	3.0
> CC(=O)CSc1nc2cc3c(cc2cc1C#N)OCCO3
  21.1	-9.9
> O=C(NCCS(=O)(=O)NCc1cccnc1)c1ccccc1
  6.2	-2.6
> Cc1ccc(SCC(=O)NCC2CCCO2)cc1 (centres undefined)
  -10.4	6.0
> O=C(COc1ccccc1F)N1N=C(c2cccs2)CC1c1ccco1 (centres undefined)
  -3.6	1.7
> Cc1ccccc1-c1cc2nc(C)c(Cl)c(=O)n2[nH]1
  4.6	-3.0
> N#CCc1c(C#N)c(N)nc(Nc2ccccc2)c1C#N
  8.7	3.3
> Cc1nn(C)c(C)c1NS(=O)(=O)c1ccccc1
  -15.4	-2.5
> CCNC(=O)c1ccc(N(C)S(=O)(=O)c2cccs2)cc1
  -7.0	-0.6
> NNC(=O)c1cc2cc(Oc3ccccc3)ccc2[nH]1
  -1.1	-3.5
> CC(C)(C)OC(=O)C[C@H]1C/C=C\C[C@@H](CC(=O)N[C@@H](CO)Cc2ccccc2)C(=O)N2CCC[C@H]2COC1=O
  5.3	-2.8
> O=C(O)CCc1ccc(-c2ccccc2)o1
  -0.4	-3.4
> Cn1ccs/c1=N\C(=O)Nc1cccc(Cl)c1
  -7.2	3.2
> CCOC(=O)C(=NCCCN1CCOCC1)NNc1cccc(C(F)(F)F)c1
  12.5	-19.8
> Cc1cc(NC(=O)COC(=O)C(Cc2ccccc2)NC(=O)c2ccco2)no1 (centres undefined)
  5.8	2.6
> COc1ccc(-c2ccc(CCC(=O)O)n2CC(=O)Nc2cccc(OC)c2)cc1
  5.6	2.4
> CN(Cc1c(C(=O)N2CCCCCCC2)nc2ccc(Cl)cn12)C1CCOC1 (centres undefined)
  -18.2	4.2
> Cc1ccc(-n2ncc3c2CC(C)(C)CC3NC(=O)c2ccc[n+]([O-])c2)cc1 (centres undefined)
  14.6	-8.7
> C=CCSc1nc2c(cnn2-c2ccc(C)c(C)c2)c(=O)[nH]1
  2.5	-1.4
> O=C(NCCN1CCCCCC1)C1CCCN1S(=O)(=O)c1cccc2nsnc12 (centres undefined)
  -10.9	12.0
> O=C(CCc1c[nH]c2ccccc12)N1CCN(S(=O)(=O)c2ccccc2)CC1
  -19.1	-2.7
> Cc1c(/C=N\NC(=O)c2cc3ccccc3o2)c2ccccc2n1C
  15.2	-13.8
> C[N+]12CCCCC1[C@@H](CO)CCC2 (some centres undefined)
  -6.7	6.2
> Cc1cc(C)c2c(=O)[nH]n(C3CC(C)N(C)CC3C)c2n1 (centres undefined)
  6.3	-1.5
> COCCN(CC(=O)Nc1cccc(C)c1C)C(=O)Cc1ccsc1
  -30.9	-3.1
> CC(C)(C)C1CCC(C(=O)NCC(c2cccs2)N2CCOCC2)CC1 (centres undefined)
  5.5	-6.6
> CN(C)c1c(F)cc(C(=O)NCc2ccccc2)cc1F
  -2.2	5.3
> COc1ccc(-n2c(SCc3nnc(-c4ccccc4)o3)nnc2-c2ccccc2)cc1
  -19.9	0.9
> CC(=O)Nc1cccc(OCc2ccc(F)cc2)c1
  -6.8	-7.5
> O=C(Cc1ccc(Cl)cc1)Nc1ncccn1
  7.8	3.4
> Cc1cccc(N(C(=O)CCC(=O)Nc2cc(C)on2)C(C(=O)NC2CCCC2)c2ccncc2)c1 (centres undefined)
  -1.2	-7.5
> NS(=O)(=O)c1ccc2ccccc2c1
  1.2	-1.0
> COc1cccc(CNS(=O)(=O)c2cc3c(cc2Cl)NC(=O)CO3)c1
  -3.2	-8.9
> Cc1csc(NC(=O)CSc2nnc(C)s2)n1
  -1.7	2.4
> Cc1n[nH]c(C)c1CS(=O)(=O)c1ccccc1
  5.7	2.7
> COc1cc(/C(C)=N/N2CCOCC2)cc(OC)c1OC
  16.1	-5.8
> Cc1cc(C)c(COc2ccc(/C=N/n3c(C)n[nH]c3=S)cc2)c(C)c1
  2.8	8.5

3 entries from above, sorted by molecular weight, falling.
Each structure is followed by: H9c2 TAG inh	H9c2 TAG inh DAPI viability
> Cc1cc(C)c(COc2ccc(/C=N/n3c(C)n[nH]c3=S)cc2)c(C)c1
  2.8	8.5
> CC(=O)Nc1cccc(OCc2ccc(F)cc2)c1
  -6.8	-7.5
> O=C(Cc1ccc(Cl)cc1)Nc1ncccn1
  7.8	3.4

More records.
Each structure is followed by: H9c2 TAG inh	H9c2 TAG inh DAPI viability
> S=C(NCCCN1CCOCC1)Nc1cccc(Cl)c1
  18.7	-6.3
> CCc1ccc(NC(=O)CCCOc2cc(=O)n(C)c3ccccc23)cc1
  -1.5	1.7
> O=S1(=O)c2ccc(Br)cc2N2CCC[C@@H]2CN1Cc1ccccc1
  -21.4	-29.9
> CC(=O)Nc1cccc(NS(=O)(=O)c2cc3c4c(c2)CCN4C(=O)CC3)c1
  -3.7	-8.5
> CCOC(=O)Cn1nc(Cc2ccccc2)c2ccccc2c1=O
  24.1	-20.4
> COc1cc(/C=C/C(=O)NCc2nc3ccccc3[nH]2)cc(OC)c1OC
  9.0	3.7
> CCOC(=O)C1CN(C(=O)OCC)CC1=NNC(N)=O (centres undefined)
  18.1	3.9
> CN1CCCC1CCOC(C)(c1ccccc1)c1ccc(Cl)cc1 (centres undefined)
  35.8	-5.3
> CNc1cncc(-c2cc(OC)c(OC)c(OC)c2)n1
  14.4	0.2
> O=C(Nc1ccc(Cl)cc1C(F)(F)F)C(Sc1cccc[n+]1[O-])c1ccccc1 (centres undefined)
  -4.2	1.2
> O=C(COC(=O)c1cc(S(=O)(=O)N2CCOCC2)ccc1Cl)NCc1ccc2c(c1)OCO2
  -10.8	3.2
> Cn1c(=O)c(=O)n(C)c2cc(S(=O)(=O)NCc3ccc(Cl)cc3)ccc21
  8.1	-1.0
> COc1ccccc1NC(=O)Cc1noc(CSc2nnc(N)s2)n1
  -14.1	-6.4
> Cc1cc(/C=N/NC(=O)c2ccncc2)c(C)n1-c1ccccc1
  16.7	-8.4
> O=C(NCc1ccccc1)c1cc2ccccc2o1
  -7.8	3.3
> O=C1CCc2cc(S(=O)(=O)Nc3ccc(F)cc3)ccc2N1
  -6.7	-1.2
> O=C(OCC(=O)N1CCN(c2ccccc2)CC1)c1ccccc1OC(F)F
  -7.7	-3.6
> O=C(NCc1nnnn1-c1ccc(Cl)cc1)c1ccc([N+](=O)[O-])o1
  51.0	-73.0
> Cc1ccccc1OCC(O)CN(CCO)Cc1ccccc1 (centres undefined)
  -8.7	11.5
> OC(Cc1ccnc2ccccc12)C(Cl)(Cl)Cl (centres undefined)
  -17.4	4.3
> CC(=NN=C(C)c1ccc(O)cc1)c1ccc(O)cc1
  -12.9	6.7
> O=C1CN(S(=O)(=O)c2ccccc2)CC(=O)N1CCc1ccccc1
  13.5	-9.5
> CCOc1ccc(NC(=O)C2C3C=CC4(CN(C(C(=O)OC)C(C)C)C(=O)C24)O3)cc1 (centres undefined)
  10.3	1.7
> COc1ccc(OC)c(S(=O)(=O)N(C)CC(=O)N2CCCCC2)c1
  -14.3	-1.9
> CCN(CC)C(=O)CSc1ncnc2c1nnn2-c1ccc(OC)cc1
  -8.4	-0.1
> CCCCn1c(SCC(=O)N2CCCCC2C)nc2cc(S(N)(=O)=O)ccc21 (centres undefined)
  -1.3	6.4
> Cc1ccc(NC(=O)COC(=O)Cn2cnc3c2c(=O)n(C)c(=O)n3C)cc1Cl
  -7.6	13.8
> O=C(Nc1ccc(N2CCCCC2)cc1)c1cccnc1Cl
  11.4	-12.0
> FC(F)(F)c1cccc(Cc2noc(CN3CCCC(CN4CCCC4)C3)n2)c1 (centres undefined)
  -7.7	7.0
> Cc1cc(F)c(F)cc1C(=O)N1CCCC1
  -3.0	5.3
> Cc1ccccc1S(=O)(=O)NC(=O)C1(C)CCN1C(=O)C(C)(C)c1ccccc1 (centres undefined)
  8.2	-2.7
> CCOc1ccc(N(CC(=O)NC2CCCC2)C(=O)CCC(=O)Nc2ccccn2)cc1
  -2.9	-7.7
> COc1cccc(NC(=O)c2csc3c2CCCC3)c1
  9.6	-4.2
> CCN1CCN(c2ncc(C(=O)N3CCN(c4ccccc4OC)CC3)c3ccccc23)CC1
  -4.1	3.6
> CCCCc1ccc(/C(C)=N/NC(=O)C2CCCC2)cc1
  34.6	-1.5
> NS(=O)(=O)c1ccc(NC(=O)CSc2nnc(NC3CC3)s2)cc1
  13.5	-4.4
> Cc1noc(C)c1S(=O)(=O)N1CCC(C(=O)Nc2ccc(OC(F)(F)F)cc2)CC1
  -6.3	4.3
> CC(=O)Nc1ccccc1-c1nn[nH]n1
  -3.2	-3.7

Only part of the results is shown; count on the stated rates, not on these rows.
